Screening data deposited in PubChem BioAssay by several laboratories.
EBV gp42 inh: EBV gp42 inhibition; Fluorescence polarization binding assay, mP read-out; hit rate 0.42% among 220,000; inhibition, % (tested at 21.74 µM); in the data active means inhibition above about 50%
Target sequence (Q1HVG2 whole entry, looked up): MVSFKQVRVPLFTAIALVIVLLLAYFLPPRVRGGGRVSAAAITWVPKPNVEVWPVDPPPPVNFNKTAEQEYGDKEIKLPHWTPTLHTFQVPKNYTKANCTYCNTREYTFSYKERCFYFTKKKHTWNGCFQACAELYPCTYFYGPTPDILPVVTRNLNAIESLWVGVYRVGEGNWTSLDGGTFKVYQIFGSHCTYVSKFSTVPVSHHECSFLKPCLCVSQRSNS
TRPN1 ag: zebrafish TRPN1 (NompC) channel agonism; hit rate 0.18% among 220,000; HEK293 zebrafish TRPN1-YFP, Fluo-8 calcium fluorescence; 100% = response to 87 µM carbachol; activation, % at 3 µM;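 active means activation above its plate's cutoff, the mean activation of test wells on that plate plus 3 SD, cut at about 19% in these data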;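 further: 0% = DMSO alone and 100% = 87 µM carbachol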
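Material: zebrafish TRPN1-YFP in HEK293 cells; Doses: single test compound dose, 3 µM nominal, 0.3% DMSO; Timing: dye loading 1 h at 37 °C, then 30 min room temperature; Technique: intracellular calcium fluorescence with Fluo-8; Benchmarks: high carbachol 87 µM, low DMSO alone.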
Mdm2 ligase inh: blocks human Mdm2 ubiquitin ligase activity; Q00987; cell-based MDM2 ubiquitination luciferase reporter, 2 h; 0 = plate control, 100 = twice control, blank-subtracted; signal enhancement, % at 5 µM; hit rate 0.11% among 210,000; AID 1230;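 active means signal enhancement of 30% or more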;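 further: luminescence tracks abundance of the self-degrading MDM2-luciferase fusion protein; higher signal means inhibition of MDM2 E3 ligase activity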
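Buffer or medium: Cells held in DMEM | Assay system: Stable mammalian line carrying autodegrading MDM2–luciferase fusion reporter | Quantity: 2000 cells/well | Times: 4 h settle plus 2 h compound, 37 °C | Doses: One concentration, 5 µM, with 0.2% DMSO | Technique: Luminescence with SteadyLite reagent, 15 min at room temperature | Benchmarks: Plate controls and plate blanks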
CHOP inh: blocks CHOP induction under ER stress; inhibition, % at 10 µM; CHO-K1 CHOP-promoter luciferase, tunicamycin-induced, 15-18 h; hit rate 3.8% among 220,000;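 active means compounds that reduced the stress-induced luciferase reporter signal by more than about 70% of percent inhibition, limit read from the data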;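 further: 0% = tunicamycin plus vehicle and 100% = wells without tunicamycin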
TNF necrop inh: TNF-alpha cell death inhibition in Jurkat FADD-/- cells. Jurkat FADD-/- TNF necroptosis rescue, ATP luminescence, 24 h; 0 = TNF only, 100 = no-TNF cells. activation (protection from cell death), % at 10 µM. hit rate 0.068% among 220,000. AID 463075;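 active means activation, meaning protection from cell death, of at least 50% relative to plate controls; inactive means activation below 50%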;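 further: necroptosis triggered by 40 ng/mL TNF-alpha added together with compound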
p47phox inh: blocks human p47phox regulatory protein of NADPH oxidases; inhibition, % at 24.7 µM; P14598; hit rate 0.53% among 220,000; AID 1274; p47phox/p22phox peptide binding, fluorescence polarization, 2 h;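 active means inhibition above about 30%, limit read from the data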;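 further: 0% = p47phox with labelled peptide and 100% = labelled peptide alone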
Target sequence (P14598 whole entry, looked up): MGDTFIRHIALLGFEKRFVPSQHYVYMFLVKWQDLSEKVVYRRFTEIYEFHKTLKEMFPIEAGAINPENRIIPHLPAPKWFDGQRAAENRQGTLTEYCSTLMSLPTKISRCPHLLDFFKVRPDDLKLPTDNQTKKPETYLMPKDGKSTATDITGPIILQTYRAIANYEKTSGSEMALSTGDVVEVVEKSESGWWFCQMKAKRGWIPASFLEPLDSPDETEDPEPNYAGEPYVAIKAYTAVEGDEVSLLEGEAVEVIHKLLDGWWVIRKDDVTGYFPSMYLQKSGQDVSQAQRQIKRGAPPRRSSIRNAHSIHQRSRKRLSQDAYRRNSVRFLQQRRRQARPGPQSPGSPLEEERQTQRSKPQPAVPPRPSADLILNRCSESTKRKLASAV
Runt-SMMHC FRET: Runt domain-CBFb-SMMHC interaction inhibition; Cerulean-Runt/Venus-CBFb-SMMHC FRET ratio 530/480, 1 h; inhibition, % at 20 µM; Q01196+Q13951; hit rate 0.74% among 220,000;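 active means mean inhibition across duplicate retests at 20 µM reaching about 50%, limit read from the data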;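 further: 0% = DMSO wells and 100% = wells with excess untagged CBFb-SMMHC; inhibitors lower the FRET ratio by blocking Runt binding to CBFb-SMMHC; some results filed as inactive read as strong as hits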
PPC-1+TRAIL kill: kills PPC-1 cancer cells in the presence of TRAIL. cell killing (% activity), % at 4 µM. PPC-1 cells + TRAIL, ATPLite viability luminescence. hit rate 0.41% among 220,000;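 active means cell killing above 50% in the first pass at 4 µM, then a duplicate retest at 5 µM averaging 50% or more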;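 further: plate controls were cells with TRAIL plus DMSO for no effect and medium-only wells lacking cells for full effect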
TRPML3 ag: agonists of human TRPML3 channel; HEK293 TRPML3-YFP, Fluo-8 calcium fluorescence; 100% = the carbachol control signal; Q8TDD5; activation, % at 3 µM; hit rate 0.29% among 220,000; AID 1448;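 active means activation above its plate's cutoff, the mean activation of the plate's test wells plus 3 SD, cut at about 12% in these data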;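 further: 0% = DMSO only wells and 100% = carbachol wells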
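system = HEK293 cells stably carrying human TRPML3-YFP | doses = one concentration, 3 µM nominal, 0.3% DMSO | timing = dye loading 1 h 37 °C then 30 min ambient, 125 s read | detection = Fluo-8 calcium dye fluorescence, ex 470-495, em 515-575 nm | benchmarks = high control carbachol 87 µM, low control DMSO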
The depositor's hits bear a star; x = not tested or not shown.

The opening 3 entries, ahead of the listing:
Every second line gives: TRPN1 ag, Runt-SMMHC FRET, TNF necrop inh, EBV gp42 inh, CHOP inh, PPC-1+TRAIL kill, p47phox inh, Mdm2 ligase inh, TRPML3 ag
1	O=C(CN(C(=O)CNC(=O)c1ccco1)c1ccc2c(c1)OCCO2)NC1CCCC1
    0.7, x, 0.1, 7, -10, x, 5, -6, 0.6
2	N#CC1(c2c(O)nc3n(c2=O)CCCS3)CCCCC1
    0.6, 0, -0.1, -14, -25, -6, -18, -8, -0.1
3	CN(C)CC/C=C1/c2ccccc2COc2ccccc21
    1.9, -4, x, -9, 15, 12, -2, x, 1.3

The whole of this part, from the start:
Every second line gives: TRPN1 ag, Runt-SMMHC FRET, TNF necrop inh, EBV gp42 inh, CHOP inh, PPC-1+TRAIL kill, p47phox inh, Mdm2 ligase inh, TRPML3 ag
1	O=C(CN(C(=O)CNC(=O)c1ccco1)c1ccc2c(c1)OCCO2)NC1CCCC1
    0.7, x, 0.1, 7, -10, x, 5, -6, 0.6
2	N#CC1(c2c(O)nc3n(c2=O)CCCS3)CCCCC1
    0.6, 0, -0.1, -14, -25, -6, -18, -8, -0.1
3	CN(C)CC/C=C1/c2ccccc2COc2ccccc21
    1.9, -4, x, -9, 15, 12, -2, x, 1.3
4	CCOc1ccc(OCC)c(S(=O)(=O)NCc2cccnc2)c1
    0.2, 5, -1.0, -11, 29, -16, -9, -2, 0.0
5	O=C(NCCOc1nc(N2CCCCC2)nc(N2CCOCC2)n1)Nc1ccccc1
    4.2, -7, 1.8, -9, 12, 28, 8, -9, 0.8
6	CCOCc1nnc(NC(=O)c2cccc(OC)c2)s1
    0.1, -1, -0.7, 0, -16, 17, 1, -3, 0.8
7	Cc1ccc(C)c(NS(=O)(=O)c2ccc(NC(=O)c3ccco3)cc2)c1
    1.4, 3, 0.6, -8, 29, -8, -7, -3, 2.0
8	Cc1nc2ccc(NC(=O)c3cncc(Br)c3)cc2s1
    0.3, 3, 2.4, -23, 25, -3, -28, x, 0.6
9	CCOc1ccc(C(=O)NC(=S)Nc2ccc(N3CCOCC3)c(Cl)c2)cc1[N+](=O)[O-]
    0.0, 2, 3.2, -17, 6, 9, 13, -14, 0.6
10	Cc1ccc(OC(=O)CCC(=O)NC(C)c2ccccc2)cc1 (configuration not stated)
    -0.3, 3, -12, 1, 31, 34, 3, 4, 0.2
11	CCC(C)NC(=O)Cn1nc([N+](=O)[O-])c(Cl)c1C (configuration not stated)
    -0.6, 0, -2.6, -4, 32, 11, -5, -1, 0.4
12	COc1ccc(OC)c(C(=O)c2coc3ccc(OCC(=O)O)cc23)c1
    -0.7, 2, 0.9, -2, 14, 7, 3, -13, 0.9
13	O=C(Cn1ncc(Cl)c(Cl)c1=O)NCC1CCCCC1
    0.5, -4, -13, -5, 108*, 1, -7, 80*, 0.3
14	COC(=O)c1ccc(CSc2nc3c(cnn3-c3ccc(Cl)cc3)c(=O)[nH]2)o1
    -0.3, 40, -0.3, -7, 29, -1, -5, x, 0.8
15	CN(C)/C=C(/C(=O)c1ccc(F)cc1)S(=O)(=O)c1ccc(F)cc1
    -0.4, -2, 0.1, -6, -12, 25, -15, 9, 0.8
16	N#C/C(=C(/O)CCl)c1nc(-c2ccccc2)cs1
    0.4, -2, 1.8, -10, -2, 7, -20, -16, 0.8
17	Cc1cccc2cc(CN(C(=O)c3cccs3)c3ccccc3)c(=O)[nH]c12
    0.7, 6, 0.8, -12, 22, 17, -7, 2, 0.6
18	CCn1cc(Cl)c(C(=O)NNC(=O)CCn2cc([N+](=O)[O-])cn2)n1
    0.9, -1, 0.4, -15, 0, 0, 10, 8, -0.4
19	Cc1ccc(C)c(Nc2cc(C(=O)NCc3cccnc3)c3ccccc3n2)c1
    3.4, -1, 0.1, -2, 0, -19, 3, -8, 0.8
20	CCOC(=O)n1c(O)c(N=NC(N)=S)c2cc(C)ccc21
    1.0, -2, 4.0, -13, 20, -13, -12, -4, 1.0
21	COC(=O)c1c(C)[nH]c(C(=O)C(C)Sc2nnc(-c3cc(OC)c(OC)c(OC)c3)o2)c1C (configuration not stated)
    -0.3, 0, -2.4, -13, 27, 2, 2, -21, 0.8
22	Cc1ccccc1-n1nc2c(c1NC(=O)c1cc3ccccc3oc1=O)CS(=O)(=O)C2
    2.0, 39, -8.6, -11, 26, 27, -1, -6, 0.6
23	O=C(NCc1ccccc1)[C@@H]1C[C@H]1[C@@H](NP(=O)(c1ccccc1)c1ccccc1)c1ccccc1
    -0.8, 1, 0.1, -10, 14, 10, -3, x, -0.4
24	COc1ccc([N+](=O)[O-])cc1NC(=O)C(C)OC(=O)/C=C/c1ccco1 (configuration not stated)
    1.5, 7, 0.9, -10, 30, 12, -13, -9, 1.1
25	CCN(CC)C(=O)c1sc2nc(-c3cccs3)cc(-c3ccc(Cl)cc3)c2c1N
    0.6, -10, -1.5, 86*, -9, 8, -29, -10, 0.9
26	Cc1cc(Br)ccc1NC(=O)c1ccccc1-c1ccccc1
    -1.7, 2, -0.1, -7, 17, -12, -6, -10, -0.1
27	C/C(=N\NC(=O)Cn1c(-c2ccccn2)nc2ccccc21)c1ccccc1
    -0.8, 2, 4.8, -11, -2, 14, 0, -12, 0.6
28	NC(=O)COC(=O)c1cc(S(=O)(=O)N2CCOCC2)ccc1N1CCCCC1
    0.7, -2, 0.1, 4, 17, 18, -13, -9, -0.2
29	Nc1nonc1C(=O)NCCNCc1cc(Br)ccc1OCc1ccc(F)cc1
    0.3, 2, -13, 3, 62, 10, 4, 3, 1.8
30	CN(CC(O)COCc1ccc2c(c1)OCO2)C1CCCCC1 (configuration not stated)
    -1.2, 2, 0.4, 7, 23, 13, -1, 7, 0.2

Exported with tabs: entries from further up.
cpd	Structure	TRPN1 ag	Runt-SMMHC FRET	TNF necrop inh	EBV gp42 inh	CHOP inh	PPC-1+TRAIL kill	p47phox inh	Mdm2 ligase inh	TRPML3 ag
23	O=C(NCc1ccccc1)[C@@H]1C[C@H]1[C@@H](NP(=O)(c1ccccc1)c1ccccc1)c1ccccc1	-0.8	1	0.1	-10	14	10	-3	x	-0.4
24	COc1ccc([N+](=O)[O-])cc1NC(=O)C(C)OC(=O)/C=C/c1ccco1 (configuration not stated)	1.5	7	0.9	-10	30	12	-13	-9	1.1

Additional results.
Every second line gives: TRPN1 ag, Runt-SMMHC FRET, TNF necrop inh, EBV gp42 inh, CHOP inh, PPC-1+TRAIL kill, p47phox inh, Mdm2 ligase inh, TRPML3 ag
31	Cc1ccc(C)c(OCCCCCn2ccnc2)c1
    -0.9, -2, -0.2, -15, 2, -1, 5, -5, -0.4
32	Cc1cc[n+](-c2nc3ccccc3nc2[N-]S(=O)(=O)c2cccs2)cc1C
    -0.1, -8, 0.9, 4, 12, 6, -28, -1, 1.4
33	CC1(C)CC(=O)C(N=Nc2ccc(Cl)cc2)=C(O)C1
    0.3, -1, -1.3, 1, -4, 19, -9, -16, 1.6
34	O=C(NCC1CCCO1)C(c1ccc(F)cc1)N(CC1CCCO1)C(=O)c1ccc(-c2ccccc2)[nH]1 (configuration not stated)
    -1.8, -4, -0.1, -9, 12, 3, -12, -2, -0.4
35	Cc1cc2nc(-c3ccc(SCc4ccc(C(=O)O)cc4)nc3)[nH]c2cc1C
    0.4, -3, 2.7, 15, -6, 20, -48, -14, 0.2
36	COc1cc(C2C3C(=O)N(c4ccccc4)C(=O)C3ON2c2ccccc2)ccc1O (configuration not stated)
    1.9, -4, 1.0, -10, 5, 5, -11, 18, 0.6
37	Clc1ccc(-c2nc(N3CCCCC3)nc3ccccc23)cc1
    0.6, 88*, -3.5, -19, 9, 7, -44, 1, 0.4
38	CCc1nc(NC2CCCCC2)c(C#N)c2c1COC(C)(C)C2
    1.3, -4, -0.6, -10, 46, -4, -1, -12, 1.0
39	CCOc1cc(C2C3=C(CCCC3=O)Nc3ccc4ncccc4c32)ccc1O (configuration not stated)
    -1.4, -3, 2.1, -6, 25, -8, 5, 5, -0.6
40	CC(=O)Nc1cn(C(C)=O)c(C)n1
    1.6, 8, 0.9, -3, 22, 4, -7, -20, 0.7
41	CSc1nc2[nH]c3c(c2c2ncnn12)CCCC3
    1.1, -1, -12, 2, 8, 8, -2, -15, 0.8
42	Cc1nc(Nc2ccccc2)sc1-c1ccccc1
    -0.3, -4, 2.9, -4, 70*, 33, -27, -22, -0.1
43	O=C(COC(=O)c1cccc(S(=O)(=O)NCc2ccccc2)c1)c1ccccc1
    -0.9, -5, 0.9, -13, 25, 34, -31, -2, -0.4
44	CSc1ccc(Cl)c(C(=O)OCC(=O)N2CC(C)OC(C)C2)c1 (configuration not stated)
    0.8, 3, -1.3, -4, 14, 17, 0, -5, -0.5
45	CCN(CC)CC#CCC(O)(c1ccccc1)C1CCCCC1 (configuration not stated)
    0.7, 3, 0.8, -4, 0, 7, 2, x, 0.9
46	Cc1cc(C)cc(-n2nnnc2-c2cn(C)nc2C(F)(F)F)c1
    0.2, -4, -5.2, -4, 15, 8, -2, -11, -0.5
47	COc1ccc(CCNc2oc(Cc3ccccc3)nc2C#N)cc1OC
    2.9, 4, -2.6, -8, 7, 17, -1, -13, 0.5
48	O=C(NCC1CCCO1)c1onc(CSc2ccccc2)c1C(=O)O (configuration not stated)
    -0.2, 3, -0.6, -15, 30, 24, -5, -20, -0.1
49	CSc1nnc2c(n1)OC(C)N(C(=O)c1ccccc1)c1ccccc1-2 (configuration not stated)
    -0.8, -18, -1.3, -7, -26, 25, 11, -14, -0.7
50	O=C(CCSCCC(=O)NCc1ccccc1)NCc1ccccc1
    0.5, -1, 0.4, -16, 0, 10, -5, -8, 0.8
51	CC(C)(CO)NCC(O)Cn1cc(C=O)c2ccccc21 (configuration not stated)
    0.8, 5, 1.3, 1, 8, -14, 2, 4, 1.0
52	CC(C)C(Nc1ccc(S(=O)(=O)N2CCOCC2)cc1[N+](=O)[O-])C(=O)O (configuration not stated)
    0.2, 2, 0.3, 0, 1, 16, -1, -8, -1.7
53	CC(=O)Cc1nsc(NC(=O)c2ccc(-c3cc(Cl)ccc3Cl)o2)n1
    3.5, 2, -1.7, 4, 1, 1, -19, -12, 0.8
54	N=c1c2c3c(sc2ncn1N)CCCCC3
    1.1, -1, 1.4, -14, 6, -10, -14, -9, 0.7
